Screening data deposited in PubChem by Sanford-Burnham Center for Chemical Genomics.
MIN6 prolif = induces beta-cell replication in MIN6 cells; MIN6 cells proliferation, ATPlite luminescence, 48 h; cells starved in 0.2% serum; 100% = growth in 10% serum; proliferation, % at 10 µM; hit rate 0.29% among 330,000; AID 2380;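 active means compounds whose signal lies at least 3.5 SD above the mean of all wells on their plate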;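 further: 0% = DMSO-treated cells in low-serum medium and 100% = 10% serum control; some compounds called inactive have numbers as strong as hits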
A3A deaminase = blocks human APOBEC3A ssDNA deamination | hit rate 0.41% among 330,000 | recombinant A3A, FAM/TAMRA ssDNA deamination fluorescence | inhibition, % at 20 µM | P31941;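 active means at least 40% inhibition at 20 µM here, with at most 30% in a related deaminase screen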;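 further: plate controls were A3A with DMSO for no effect and wells lacking A3A enzyme for full effect; some results filed as inactive read as strong as hits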
Target sequence (P31941 whole entry, looked up): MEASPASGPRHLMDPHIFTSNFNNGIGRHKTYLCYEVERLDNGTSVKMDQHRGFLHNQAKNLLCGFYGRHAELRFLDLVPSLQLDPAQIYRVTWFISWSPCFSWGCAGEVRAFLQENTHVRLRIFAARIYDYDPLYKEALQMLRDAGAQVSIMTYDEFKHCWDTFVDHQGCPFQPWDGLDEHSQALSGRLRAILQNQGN
MPTP block = inhibitors of mitochondrial permeability transition pore | isolated mouse mitochondria, Ca2+ swelling absorbance, 30 min | inhibition, % at 10 µM | hit rate 1.4% among 360,000;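 active means inhibition of 50% or more, scaled per plate between neutral and stimulator controls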;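 further: 0% = DMSO wells given calcium and 100% = 1 mM EGTA wells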
NR3A LBD binder = NR3A (human) ligand-binding domain modulation; NR3A LBD differential scanning fluorimetry, Tm shift; 0% = protein alone, 100% = glycine-bound protein; Tm shift relative to glycine control, % at 25 µM; hit rate 2.5% among 340,000;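 active means melting temperature shift of at least 10% of the positive control shift, at one fixed dose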
mIAP inh = blocks mouse intestinal alkaline phosphatase | purified mouse IAP, CDP-Star luminescence, 30 min | hit rate 0.2% among 330,000 | inhibition, % at 10 µM;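 active means inhibition of at least 40% at 10 µM in the primary screen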;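 further: plate controls were DMSO with enzyme for no effect and no enzyme wells for full effect; values of inactives mirror those of a sister screen read the other way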
mIAP activ = mouse IAP activation; muIAP, CDP-Star luminescence, 30 min; stronger effect = higher value; 1 = vehicle-only enzyme signal, 0 = enzyme-free wells; activation factor at 10 µM; hit rate 0.24% among 330,000;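 active means activation factor of at least 2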; further: the source names both 10 and 20 µM as test concentration; values of inactives mirror those of a sister screen read the other way
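Assay system: mouse IAP enzyme; reagent: chemiluminescent substrate CDP-Star; dosing: test compounds delivered from DMSO solution; schedule: 30 min at room temperature; measured by: luminescence from enzymatic CDP-Star hydrolysis; controls: DMSO-only wells and no-enzyme negative control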
hIAP activ = human IAP activation. P09923. purified human IAP, CDP-Star luminescence, 30 min; stronger effect = higher value; 1 = vehicle-only enzyme, 0 = enzyme-free background. activation factor at 10 µM. hit rate 0.16% among 330,000;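 active means activation factor of the enzyme at least 2-fold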; further: the source names both 10 and 20 µM as test concentration; values of inactives mirror those of a sister screen read the other way
hIAP block = blocks human intestinal alkaline phosphatase. purified IAP, CDP-Star luminescence, 30 min. inhibition, % at 10 µM. hit rate 0.12% among 330,000. P09923;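 active means inhibition reaching a set limit with compound at 10 µM in the primary screen, cut at about 35% in these data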;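 further: plate controls were DMSO wells with enzyme for no effect and no-enzyme buffer wells for full effect; values of inactives mirror those of a sister screen read the other way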
APOBEC3G inh = inhibitors of human APOBEC3G DNA deaminase. Q9HC16. recombinant A3G, ssDNA deamination FAM/TAMRA fluorescence. inhibition, % at 20 µM. hit rate 0.28% among 330,000;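 active means inhibition of at least 40% at 20 µM, with no more than 30% in the related APOBEC3A deaminase screen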;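 further: plate controls were DMSO wells with A3G for no effect and wells lacking A3G enzyme for full effect; some compounds called inactive have numbers as strong as hits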
Target sequence (Q9HC16 whole entry, looked up): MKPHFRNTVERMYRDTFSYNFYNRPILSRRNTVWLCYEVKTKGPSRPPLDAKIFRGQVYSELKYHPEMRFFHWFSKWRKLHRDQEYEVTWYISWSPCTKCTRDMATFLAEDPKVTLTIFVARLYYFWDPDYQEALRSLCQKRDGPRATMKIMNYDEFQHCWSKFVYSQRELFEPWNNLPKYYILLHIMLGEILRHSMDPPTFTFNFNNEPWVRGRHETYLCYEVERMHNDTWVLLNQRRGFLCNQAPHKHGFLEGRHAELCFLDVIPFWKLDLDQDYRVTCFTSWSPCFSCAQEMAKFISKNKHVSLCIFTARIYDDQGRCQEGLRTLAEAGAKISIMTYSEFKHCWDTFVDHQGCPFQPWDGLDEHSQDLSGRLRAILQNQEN
An asterisk follows results filed as active; / = not tested or not shown. Hits appear at their usual frequency; about 5% have a hit in one of these screens.

SMILES	MIN6 prolif	A3A deaminase	MPTP block	NR3A LBD binder	mIAP inh	mIAP activ	hIAP activ	hIAP block	APOBEC3G inh
NC(=O)c1ccccc1OCC(=O)N1CCCC1c1ccc2c(c1)OCCCO2 (centres undefined)	2	-2	-0.8	-1	0	1	0.87	13	-9
O=C(Nc1ccc(S(=O)(=O)N2CCCC2)cc1)c1ccccc1	-2	0	-2.0	1	0	0.99	1.2	-18	1
O=C(Nc1ccc(-n2nncc2-c2ccco2)cc1)c1cc2ccccc2oc1=O	-4	13	1.8	-1	12	0.89	1.1	-10	13
CCOC(=O)c1c(C)[nH]c(C(=O)COC(=O)CCSc2ccccc2)c1C	0	-4	1.3	-3	-3	1	0.93	7	-10
COC(=O)N(C)c1nc2ccccc2s1	1	3	0.7	0	-3	1	0.94	6	-3
O=C(Nc1cccnc1)C1CCN(S(=O)(=O)c2ccc(Cl)cc2)CC1	5	1	-0.5	1	-3	1	1.4	-35	2
CC1CCN(S(=O)(=O)N2CCC(C(=O)NCCC3=CCCCC3)CC2)CC1	0	0	-1.6	0	-8	1.1	1.1	-6	-9
O=C(Nc1ccc(C(=O)N2CCN(c3ccccc3)CC2)cc1)C1=CSCCO1	-5	-3	1.0	-1	3	0.97	0.97	3	-5
CN1C(=O)CSc2ccc(C(=O)O)cc21	-3	-4	-1.1	-1	-10	1.1	0.94	6	-16
OC(c1ccccn1)(c1ccccn1)c1ccccn1	-1	-2	0.1	4	-5	1.1	1.1	-11	-1
CN1CCN(C(c2ccc(C(F)(F)F)cc2)c2ccc3cccnc3c2O)CC1 (centres undefined)	0	0	/	0	13	0.87	0.95	5	-3
COc1ccc(OC)c(-n2c(SCC(=O)N3CCc4ccccc43)nc3c(c2=O)SCC3)c1	-2	-3	-0.5	-2	9	0.91	0.92	8	-5
COCC(C)NC(=O)Cn1c(SCc2ccccc2)nc2ccccc21 (centres undefined)	-3	3	0.3	3	-9	1.1	1.1	-13	4
COc1ccc(C(=O)NC(=S)NC(C)C)cc1Br	-3	-2	0.2	4	-2	1	1.2	-16	-6
COC(=O)/C=C/c1c(C)nc(NCc2ccccc2)nc1Cl	-2	-1	1.0	-2	-7	1.1	1	-4	-5
COc1ccc(/C=C/C(=O)OCC(=O)c2ccc3c(c2)NC(=O)CO3)c(OC)c1	-1	8	0.8	-3	1	0.99	1.1	-7	6
Cn1c(CC(=O)Nc2ccccc2)nnc1SCC(=O)NC1CCCC1	-3	-3	-0.6	-2	-1	1	0.97	3	-8
CN(Cc1ccccc1)C(=O)COC(=O)c1ccc2c(c1)OCO2	0	-1	-2.1	0	-3	1	1	-1	-3
CCN1CCN(CC(=O)Nc2ccc(C)c(Br)c2)CC1	3	-4	-0.4	5	5	0.95	0.92	8	-9
COc1cc(C(=O)N/C(=C/c2ccc(F)cc2)C(=O)NC(C(=O)O)c2ccccc2)cc(OC)c1OC (centres undefined)	-2	-2	-0.3	1	-10	1.1	1.1	-11	-5

Reprinted at random: 2 compounds from above, in no set order.
SMILES	MIN6 prolif	A3A deaminase	MPTP block	NR3A LBD binder	mIAP inh	mIAP activ	hIAP activ	hIAP block	APOBEC3G inh
COc1ccc(OC)c(-n2c(SCC(=O)N3CCc4ccccc43)nc3c(c2=O)SCC3)c1	-2	-3	-0.5	-2	9	0.91	0.92	8	-5
COc1cc(C(=O)N/C(=C/c2ccc(F)cc2)C(=O)NC(C(=O)O)c2ccccc2)cc(OC)c1OC (centres undefined)	-2	-2	-0.3	1	-10	1.1	1.1	-11	-5

The list goes on.
SMILES	MIN6 prolif	A3A deaminase	MPTP block	NR3A LBD binder	mIAP inh	mIAP activ	hIAP activ	hIAP block	APOBEC3G inh
O=C(CN1C(=O)c2ccccc2S1(=O)=O)Nc1ccccc1C(=O)NCc1ccco1	-1	-3	-0.3	0	-6	1.1	1.1	-11	-6
COC(=O)c1c(NC(=O)CN2CCC3(O)CCCCC3C2c2cc(OC)ccc2OC)sc(C)c1C (centres undefined)	-3	2	2.7	0	3	0.97	0.95	5	0
CCOC(=O)C1CCN(S(=O)(=O)c2c(C)[nH]c(C)c2C(=O)N2CCCC2)CC1	-2	2	-1.8	-3	-5	1	1	-5	4
Cn1cc(CC(=O)N2CCN(c3ccc(Cl)cc3)CC2)c2ccccc21	0	-1	0.9	-1	4	0.96	1	-3	2
CCCOc1ccc(/C=C/c2c([N+](=O)[O-])c(=O)n(C)c(=O)n2C)cc1	-2	-2	-0.3	2	4	0.96	0.91	9	-8
CCn1c(=O)n(CC)c2cc(S(N)(=O)=O)c(C)cc21	0	-5	-0.5	0	0	1	1	-3	-6
CC(CCc1ccccc1)NC(=O)COC(=O)c1cccn1C (centres undefined)	1	-2	-0.1	1	2	0.98	0.87	13	-1
CC(C)(C)n1cnc2cc(NS(=O)(=O)c3ccccc3)ccc21	-3	3	0.2	15*	6	0.94	1.1	-6	-5
CCn1cc(C(=O)N[C@H](C(=O)NC(C)(C)CO)C(C)C)c(=O)c2cc3c(cc21)OCO3	-4	-2	0.0	1	1	0.99	0.86	14	-3
Cc1c(C)c(C)c2[nH]c(=S)[nH]c2c1C	1	-6	0.8	-1	-9	1.1	1.2	-23	-5
C=C(C)C1CC=C(C)/C(=N/NC(=O)COc2ccc(Cl)cc2)C1 (centres undefined)	0	1	1.4	-3	9	0.91	1.1	-12	-3
CCc1ccc(NC(=O)c2ccc(NC3=NC4CS(=O)(=O)CC4S3)cc2)cc1 (centres undefined)	0	-4	0.3	13*	2	0.98	1	-2	-7
O=C(NNC(=O)c1cccc([N+](=O)[O-])c1)c1ccncc1	-1	-3	-2.6	0	4	0.96	0.92	8	-9
CC1CCN(C(=O)CSc2nnc(Cc3cc(=O)[nH]c(=O)[nH]3)n2-c2ccc(Cl)cc2)CC1	-3	-7	-3.6	0	7	0.93	0.98	2	-9
CC(C)C(=O)Nc1ccc(C(=O)NC2CCSC2=O)cc1 (centres undefined)	0	-2	1.2	2	10	0.9	0.9	10	-4
COc1ccc(C(=O)NCCCOc2cccc(NC(C)=O)c2)cc1	-2	1	1.1	-5	-2	1	0.81	19	3
Cc1cccc(C)c1NC(=O)CN(C)C(=O)CC1Sc2ccccc2NC1=O (centres undefined)	0	-1	-1.4	1	8	0.93	0.86	14	-8
O=C(CN1C(=O)NC2(CCOc3ccccc32)C1=O)c1ccc(Cl)cc1 (centres undefined)	2	-2	-2.4	-8	-1	1	0.99	0	-8
CN1/C(=C\C=O)C(C)(C)c2ccccc21	-6	-1	1.3	-2	-9	1.1	1.2	-16	-4
C=CCn1c(SCC(=O)NC2CCCCC2)nc2ccccc2c1=O	0	1	-1.6	-1	-10	1.1	0.96	4	-10
S=C(N/N=C/c1ccc(Cl)cc1)N1CCOCC1	0	-2	-0.1	-3	3	0.97	1.2	-18	-6
O=c1nc2n(c3cc(Cl)c(S(=O)(=O)N4CCOCC4)cc13)CCCCC2	2	1	-1.6	2	1	0.99	0.97	3	-1
Cc1ccc(C(=O)O)cc1NC(=O)c1cccs1	-2	-1	1.2	2	-3	1	1.1	-11	-7
Cc1cccc(OCC(=O)NCCNC(=O)c2ccco2)c1	-2	-3	-3.6	0	5	0.95	0.89	11	-7
NC(=O)C1(N2CCCCC2)CCN(Cc2ccc(Br)cc2)CC1	2	0	9.3	0	-3	1	0.91	9	0
CC1CCN(C(=O)CN(c2cccc(F)c2)S(C)(=O)=O)CC1	-5	3	-0.6	0	-3	1	1	-2	4
COC(C(=O)Nc1ccc(S(=O)(=O)Nc2ccc(C)c(C)c2)cc1)c1ccccc1 (centres undefined)	-1	2	1.8	16*	-1	1	0.93	7	0
O=C(NC(=S)NC1CCSC1=O)c1cccs1 (centres undefined)	-1	-7	-1.0	-1	12	0.88	1.2	-18	-7
C=CCn1c(CC(=O)Nc2ccc(C)cc2C)nnc1SCC(=O)N1CCOCC1	-4	-1	-1.1	2	-4	1	1.1	-6	0
Cc1nc2ccc(NS(=O)(=O)c3c(F)cc(F)cc3Br)cc2s1	-7	-4	9.5	-5	-2	1	1.1	-12	-6
Cc1ccc(Cn2c(C(C)Nc3nc(-c4ccc(Cl)c([N+](=O)[O-])c4)cs3)nc3cc(C(F)(F)F)ccc32)cc1 (centres undefined)	-8	-6	2.5	14*	-4	1	1.1	-14	-11
COc1ccc(C(=O)NCC(=O)n2nc(C)cc2C)cc1OC	-2	0	-0.1	-1	-2	1	0.97	3	-3
CCCc1ncc(C(=O)c2ccc(OC)cc2)n1C	1	-3	-2.4	0	2	0.98	0.82	18	-7
COCCNC(=O)Cn1cc(/C=N/NC(=O)c2ccc(Oc3ccc(O)cc3)cc2)c2ccccc21	-3	-4	0.0	4	-8	1.1	0.84	16	-8
C[C@H](CO)N1C[C@H](C)[C@@H](CN(C)Cc2ccncc2)Oc2c(NC(=O)CCCCCC(=O)Nc3ccccc3N)cccc2C1=O	0	-4	-0.6	0	-9	1.1	0.85	15	-9

5 structures already listed, sorted by number of heavy atoms, smallest number first.
SMILES	MIN6 prolif	A3A deaminase	MPTP block	NR3A LBD binder	mIAP inh	mIAP activ	hIAP activ	hIAP block	APOBEC3G inh
CN1C(=O)CSc2ccc(C(=O)O)cc21	-3	-4	-1.1	-1	-10	1.1	0.94	6	-16
CCCc1ncc(C(=O)c2ccc(OC)cc2)n1C	1	-3	-2.4	0	2	0.98	0.82	18	-7
Cn1c(CC(=O)Nc2ccccc2)nnc1SCC(=O)NC1CCCC1	-3	-3	-0.6	-2	-1	1	0.97	3	-8
COc1ccc(/C=C/C(=O)OCC(=O)c2ccc3c(c2)NC(=O)CO3)c(OC)c1	-1	8	0.8	-3	1	0.99	1.1	-7	6
COc1cc(C(=O)N/C(=C/c2ccc(F)cc2)C(=O)NC(C(=O)O)c2ccccc2)cc(OC)c1OC (centres undefined)	-2	-2	-0.3	1	-10	1.1	1.1	-11	-5
